# Bioassay records as filed in PubChem.
# TRPC4 inh – TRPC4 (mouse) channel inhibition; Q9QUQ5; HEK293 TRPC4beta/mu-opioid, DAMGO-evoked Fluo4 calcium flux; active compounds read low; B-score at 10 µM; 0.39% of 300,000 active;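 active = B-score over 3 SD under the library average, no early fluorescence shift, positive overall ratio signal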
# Target sequence (Q9QUQ5 whole entry, looked up): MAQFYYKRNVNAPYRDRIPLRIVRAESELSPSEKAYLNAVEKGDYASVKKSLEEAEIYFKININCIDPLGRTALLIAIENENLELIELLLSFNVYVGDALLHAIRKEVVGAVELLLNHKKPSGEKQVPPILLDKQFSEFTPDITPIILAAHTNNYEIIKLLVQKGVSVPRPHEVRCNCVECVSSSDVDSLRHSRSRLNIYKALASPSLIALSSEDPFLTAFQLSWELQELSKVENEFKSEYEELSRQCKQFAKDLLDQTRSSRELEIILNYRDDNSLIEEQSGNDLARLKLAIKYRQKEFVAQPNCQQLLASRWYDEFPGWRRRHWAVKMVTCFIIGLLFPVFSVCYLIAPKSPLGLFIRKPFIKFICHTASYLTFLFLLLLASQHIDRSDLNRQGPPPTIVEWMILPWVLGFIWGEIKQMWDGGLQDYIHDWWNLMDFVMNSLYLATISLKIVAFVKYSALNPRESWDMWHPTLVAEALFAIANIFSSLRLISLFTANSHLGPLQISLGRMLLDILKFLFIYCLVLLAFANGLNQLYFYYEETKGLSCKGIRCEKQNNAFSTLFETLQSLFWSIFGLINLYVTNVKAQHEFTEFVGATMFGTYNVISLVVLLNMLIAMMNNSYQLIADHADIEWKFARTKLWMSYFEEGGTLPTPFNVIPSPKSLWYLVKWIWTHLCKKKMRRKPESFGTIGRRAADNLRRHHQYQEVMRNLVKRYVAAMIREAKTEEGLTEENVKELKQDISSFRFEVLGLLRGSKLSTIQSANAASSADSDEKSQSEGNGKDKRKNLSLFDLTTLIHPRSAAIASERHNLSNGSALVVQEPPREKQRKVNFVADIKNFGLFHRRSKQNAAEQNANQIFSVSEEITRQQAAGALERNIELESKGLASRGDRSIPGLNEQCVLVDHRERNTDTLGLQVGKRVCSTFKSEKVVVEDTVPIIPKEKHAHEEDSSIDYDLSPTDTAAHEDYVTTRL
#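 Signal: kinetic Fluo4 fluorescence imaging of calcium influx. Material: stable TRPC4beta/mu-opioid receptor HEK293 cells. Probe or stimulus: DAMGO in two steps, submaximal then maximal.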
# HIF activator – HIF pathway transcriptional activation; U2OS HRE-luciferase reporter, luminescence; normalized: DMSO 0%, desferrioxamine 100%; 0.32% of 300,000 active; activation, % at 7.5 µM (by protocol);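 active = mean activation of at least 10% of the iron chelator positive control signal, with at least half of replicates also reaching 10%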
# TRPC4 agonist – opens the mouse TRPC4 cation channel; B-score at 10 µM; Q9QUQ5; AID 2237; HEK293 TRPC4beta/mu-opioid, Fluo4 calcium fluorescence; active compounds read high; 0.49% of 310,000 active;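 active = B-score above 5 SD of library B-scores, and initial fluorescence ratio not above library mean plus 5 SD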;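 also: positive B-score marks a calcium rise read as TRPC4 activation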
#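 Material: TRPC4beta and mu-opioid receptor HEK293 stable cells | Incubation: 45 min room-temperature Fluo4 loading, 110 s read | Detection: Kinetic Fluo4 calcium fluorescence | Measure: Integrated baseline-normalised fluorescence ratio, converted to per-well B score | Benchmarks: Low control buffer alone, high control maximal DAMGO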
# TRPC6 inh – blocks the mouse TRPC6 cation channel; Q61143; HEK293-TRPC6, membrane potential dye, ACh-evoked depolarization; active compounds read low; B-score at 10 µM; 1.1% of 310,000 active;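 active = B-score under library mean minus 3 SD, initial fluorescence not abnormally high, positive integrated signal ratio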;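 also: B-score derived from integrated fluorescence ratio over the kinetic read; more negative B-score means stronger inhibition of depolarization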
# MrgX1 allo act – allosterically activates human MrgX1 receptor signaling; Q96LB2; MrgX1-HEK293, Fluo-4 calcium flux, FDSS; active compounds read high; 0.63% of 310,000 active; B-score at 10 µM; AID 588675;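 active = plate-corrected calcium response at least 3 library SD above typical, normal starting fluorescence, not activating the receptor alone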;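 also: compound read alongside a low EC10 to EC30 dose of BAM8-22 agonist; peak minus trough fluorescence over baseline measured at the second addition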
# MrgX1 antag – blocks BAM8-22 activation of human MrgX1 receptor; AID 588676; MRGX1-HEK293 calcium flux, Fluo-4, BAM8-22 antagonism; active compounds read low; Q96LB2; B-score at 10 µM; 1.3% of 310,000 active;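 active = calcium-response B-score plate-corrected more than 3 library SD below zero, starting fluorescence within 5 deviations, no agonist response on first addition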;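 also: peak minus trough fluorescence over baseline after final BAM8-22 challenge near maximal dose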
# TRPC4 potent – allosterically enhances the mouse TRPC4 cation channel; Q9QUQ5; HEK293 TRPC4beta/mu-opioid, DAMGO EC20, Fluo-4 Ca2+ flux; active compounds read high; B-score at 10 µM; 0.42% of 310,000 active; AID 2227;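 active = B-score of calcium response area above 5 SD of library B-scores, with initial fluorescence ratio within 5 SD of library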;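 also: B-score of integrated fluorescence ratio over time as area under calcium response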
# TRPC6 activator – activators of mouse TRPC6 channel; HEK293-TRPC6 membrane potential dye fluorescence; active compounds read high; Q61143; AID 2550; 0.13% of 310,000 active; B-score at 10 µM;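 active = B-score of the integrated fluorescence ratio above library mean plus 3 SD, and starting fluorescence ratio within library mean plus 5 SD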;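 also: higher score means more depolarization so channel activation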
# MrgX1 agonist – activates human MrgX1 receptor signaling. MrgX1-HEK293 cells, Fluo-4 calcium fluorescence, agonist mode; active compounds read high. B-score at 10 µM. 0.44% of 310,000 active. AID 588627;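 active = calcium response B-score plate-corrected fluorescence ratio at least 3 library SD, with starting fluorescence B-score inside 5 SD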
#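 System: HEK293 cells stably expressing human MrgX1 receptor; Dosing: test compound in the initial addition of three; Schedule: overnight plating, then 30 min 37 °C plus 30 min room-temperature dye loading; Detection: kinetic calcium dye fluorescence, Fluo-4 NW; Controls: per-plate positive and negative controls for Z′ factor.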
# PolyA inh – blocks polyadenylation in yeast reporter cells; S. cerevisiae SKY197-pL101 polyadenylation reporter, beta-gal luminescence; efflux-impaired pdr1/pdr3 knockout yeast; score 100 = 6 SD above DMSO; calls only at 12 µM; 0.02% of 300,000 active;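 active = lowest replicate activity score at least 50, where 100 means six control SD above control mean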;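 also: yeast exposed to compound for 9 h at 30 °C; higher score means more reporter readthrough which indicates perturbed polyadenylation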
# AI-2 QS mod – modulators of Vibrio harveyi AI-2 quorum sensing system | Vibrio harveyi JMH597 AI-2 luminescence/OD600 ratio, 9 h; active compounds read low; strain lacks LuxN and CqsS sensors; 0 = neutral-control median | activity change, % at 7.5 µM | 0.4% of 300,000 active; in the data active = activity change below about -75%, passing the limit was not always enough;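 also: luminescence divided by OD600 gain over 9 h not by final OD600 alone; inactives centre near 13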
# * = called active by the depositor; i = inactive; / = no result given.
cpd	canonical_smiles	TRPC4 inh	HIF activator	TRPC4 agonist	TRPC6 inh	MrgX1 allo act	MrgX1 antag	TRPC4 potent	TRPC6 activator	MrgX1 agonist	PolyA inh	AI-2 QS mod
1	Cc1cc(/C=C(\C#N)C(=O)Nc2ccccc2)c(C)n1-c1cccnc1	i	3.5	i	i	i	i	i	i	i	i	6.0
2	Cc1nc(-c2cccc(-c3noc(C)n3)c2)no1	i	0.6	i	i	i	i	i	i	i	i	5.2
3	O=C(O)c1ccc2c(c1)-c1cc(C(=O)O)ccc1S2(=O)=O	i	0.2	i	i	i	i	i	i	i	i	4.1
4	CCOc1ccc(S(=O)(=O)NCCC(=O)N2CCC(Cc3ccccc3)CC2)cc1	i	-0.5	i	i	i	i	i	i	i	i	-8.2
5	O=C(CCc1ccccc1)NNC(=O)c1ccc(NC(=O)c2ccccc2)cc1	i	-0.8	i	i	i	i	i	i	i	i	27.3
6	O=C(CSc1nnnn1-c1ccc(Cl)cc1)NC(=O)Nc1ccc2c(c1)OCCO2	i	1.5	i	i	i	i	i	i	i	i	19.7
7	CSc1nsc(SCC(=O)Nc2ccc(C(=O)O)cc2)n1	i	0.5	i	i	i	i	i	i	i	i	18.4
8	CCN(CC)CCCNC(=O)C1CCC(CNS(=O)(=O)c2c(C)cc(C)cc2C)CC1 (configuration not stated)	i	-0.3	i	i	i	i	i	i	i	i	5.3
9	CNC(=S)N/N=C/c1cc(C)n(-c2ccc(Cl)c(Cl)c2)c1C	i	0.7	i	i	i	i	i	i	i	i	-0.6
10	CC1=C(C(=O)OCc2ccccc2)C(c2ccc3ccccc3c2)NC(=O)N1CCCC(=O)O (configuration not stated)	i	-3.9	i	i	i	i	i	i	i	i	48.1
11	O=C(c1ccccc1)N1CCN(c2ccccc2F)CC1	i	0.7	i	i	i	i	i	i	i	i	-4.0
12	CC(C)N=C(NC#N)SCc1ccc(F)cc1	i	0.0	i	i	i	i	i	i	i	i	32.5
13	Cc1ccccc1C(=O)OC1CCN(C)CC1	i	-1.4	i	i	i	i	i	i	i	i	25.6
14	CN(C(=O)c1ccncc1)C1CCCN(Cc2ccccc2F)C1 (configuration not stated)	i	0.3	i	i	i	i	i	i	i	i	20.5
15	O=C(OC1CCCCC1)c1cc2ccccc2oc1=O	i	1.6	i	i	i	i	i	i	i	i	23.0
16	O=C(c1ccco1)N1CCN(C(=S)Nc2ccc(Br)cc2Cl)CC1	i	-0.1	i	i	i	i	i	i	i	i	20.7
17	CCOc1ccc(-c2cc(CCCC(=O)NCc3ccco3)no2)cc1	i	-1.9	i	i	i	i	i	i	i	i	5.0
18	CN(C)C=Nc1ncc2c3ccccc3n(CCN(C)C)c2c1C#N	i	0.7	i	-7.03*	i	i	i	i	i	i	3.8
19	O=C(c1ccco1)N1CCN=C1SCc1cccnc1	i	-0.7	i	i	i	i	i	i	i	/	-5.7
20	COC(=O)c1cc2cc(Cl)ccc2nc1SC	i	-0.6	i	i	i	i	i	i	i	i	1.1
21	Cc1ccc2c(c1)c1c3n2CCCNC3CCC1 (configuration not stated)	i	-0.6	i	i	i	i	i	i	i	i	10.7
22	CC(C)Cn1cc(C(=O)NCCCOC(C)C)c2c3ccccc3n(C)c2c1=O	i	0.0	i	i	i	i	i	i	i	i	48.0
23	COc1ccc(-c2nc3cc(C)ccn3c2NCc2ccc3c(c2)OCO3)cc1	i	2.1	i	i	i	i	i	i	i	i	10.7
24	COc1ccc(CSC2=CS(=O)(=O)c3ccccc3N2)cc1	i	0.1	i	i	i	i	i	i	i	i	10.1
25	O=C1NC(c2ccc(Cl)cc2)=COc2ccccc21	i	0.4	i	i	i	i	i	i	i	i	26.6
26	Cc1cnc(C(=O)OCc2c(C)cc(C(C)(C)C)cc2C)cn1	i	-0.5	i	i	i	i	i	i	i	i	12.1
27	COc1ccccc1CNC(=O)C[n+]1ccccc1	i	0.3	i	i	i	i	i	i	i	i	28.9
28	CC(=O)Nc1ccc(Oc2cc(NC(C)=O)cc([N+](=O)[O-])c2)cc1	i	0.5	i	i	i	i	i	i	i	i	0.4
29	Cc1ccc(Cl)cc1-c1ccc(/C=N/n2cnnc2)o1	i	-0.2	i	i	i	i	i	i	i	i	17.4
30	COc1ccc(C(=O)N2CCN(c3ccc(NC(=O)c4cccnc4)cc3)CC2)cc1	i	-0.1	i	i	i	i	i	i	i	i	30.1
31	O=C(O)c1ccc(CSCc2ccco2)cc1	i	-0.2	i	i	i	i	i	i	i	i	36.5
32	O=C(Oc1cccc(-c2cnc3ccccc3n2)c1)c1ccco1	i	3.8	i	i	i	i	i	i	i	i	1.9
33	Cc1ccc(NC(=O)C2CCCN2C(=O)Oc2ccccc2)c(C)c1 (configuration not stated)	i	-0.3	i	i	i	i	i	i	i	i	28.2
34	COc1cc(C(=O)NC(=S)N(CCc2ccccc2)CCc2ccccc2)cc(OC)c1OC	i	-0.7	i	i	i	i	i	i	i	i	-5.9
35	CC1CCCC(C)N1NC(=O)c1ccc(Cl)c(S(N)(=O)=O)c1 (configuration not stated)	i	-0.2	i	i	i	i	i	i	i	i	6.6
36	COc1ccccc1NC(=O)c1cc(C)oc1C	i	-0.2	i	i	i	i	i	i	i	i	5.6
37	COc1ccc2oc(=O)c(C(=O)O)cc2c1	i	0.0	i	i	i	i	i	i	i	i	23.3
38	O=C(CNC(=S)N(CCCN1CCOCC1)Cc1cccs1)NC1CCCCCCC1	i	-0.4	i	i	i	i	i	i	i	i	5.6
39	O=C(Nc1ccccc1)c1cc(S(=O)(=O)NCc2ccncc2)ccc1Cl	i	0.0	i	i	i	i	i	i	i	i	34.1
40	Cc1ccc(NC(=O)c2ccc(S(=O)(=O)N3CCOCC3)cc2)c(C)c1	i	1.2	i	i	i	i	i	i	i	i	34.3
41	COc1ccc(S(=O)(=O)NC2(C(F)(F)F)N=C(c3ccccc3)NC2=O)cc1 (configuration not stated)	i	0.0	i	i	i	i	i	i	i	i	-12.2
42	COc1ccc(C2=NS(=O)(=O)N(C)C(C(=O)Nc3ccc(OC)c(OC)c3)=C2)cc1	i	0.0	i	i	i	i	i	i	i	i	25.7
43	Cc1ccc2cccc(N=Cc3c(C)[nH]n(-c4ccccc4)c3=O)c2n1	i	0.0	i	i	i	i	i	i	i	i	30.6
44	O=C(CSc1nc2ccccc2n1CC(=O)N1CCOCC1)N1CCCC1	i	-0.4	i	i	i	i	i	i	i	i	11.3
45	O=C(CCCN1C(=O)c2cccc3cccc(c23)C1=O)N1CCN(c2ccccn2)CC1	i	-0.4	i	i	i	i	i	i	i	i	33.4
46	CC(C)Cc1nc2oc3c(NCc4cccnc4)ncnc3c2c2c1CCC2	i	-0.7	i	i	i	i	i	i	i	i	12.2
47	O=C1C(=O)N(CCCN2CCOCC2)C(c2ccc(F)cc2)/C1=C(/O)c1ccccc1 (configuration not stated)	i	0.0	i	i	i	i	i	i	i	i	22.0
48	Cc1nnc(SCC(=O)Nc2cc(C(F)(F)F)ccc2N2CCOCC2)o1	i	-0.6	i	i	i	i	i	i	i	i	40.1
49	O=S(=O)(Nc1nc2ccccc2nc1NCCO)c1cccc(Cl)c1	i	-0.1	i	i	i	i	i	i	i	i	60.0
50	COc1ccc(C2=NS(=O)(=O)N(C)C(C(=O)N(C)Cc3ccccc3)=C2)cc1OC	i	-0.2	i	i	i	i	i	i	i	i	0.2
51	COc1ccc(NC(=O)c2cc3ccccc3cc2O)cc1	i	3.4	i	i	i	i	i	i	i	i	22.2
52	Cc1ccccc1CNc1nc(N)n(-c2ccccc2)n1	i	0.0	i	i	i	i	i	i	i	i	23.4
53	O=C(CN1CCN(S(=O)(=O)c2ccc(F)cc2)CC1)Nc1ccc(F)cc1F	i	1.1	i	i	i	i	i	i	i	i	20.6
54	Fc1ccc(CSc2nncn2NCc2ccccc2)cc1	i	-0.1	i	i	i	i	i	i	i	i	-14.5
55	O=S(=O)(NN1CCOCC1)c1ccc(Br)cc1	i	-0.2	i	i	i	i	i	i	i	i	16.1
56	O=C1N2c3ccccc3CCc3cccc(c32)C1(O)C(F)(F)F (configuration not stated)	i	-0.3	i	i	i	i	i	i	i	i	12.3
57	COc1ccc(N2CCN(CCCNC(=O)C3CCN(S(=O)(=O)N4CCOCC4)CC3)CC2)cc1	i	-1.0	i	i	i	i	i	i	i	i	3.1
58	O=C(Nc1ccccc1F)c1cc2c(s1)-c1ccccc1S(=O)(=O)C2	i	0.0	i	i	i	i	i	i	i	i	17.9
59	O=C(NNC1CC(=O)N(c2ccc3c(c2)OCCO3)C1=O)c1ccccc1 (configuration not stated)	i	0.0	i	i	i	i	i	i	i	i	23.6
60	Cc1ccc(Cl)c(NC(=O)CN2CCN(C=O)CC2)c1	i	-0.8	i	i	i	i	i	i	i	i	11.5

# Further records follow:
cpd	canonical_smiles	TRPC4 inh	HIF activator	TRPC4 agonist	TRPC6 inh	MrgX1 allo act	MrgX1 antag	TRPC4 potent	TRPC6 activator	MrgX1 agonist	PolyA inh	AI-2 QS mod
61	CN(C)CCCNC(=O)Cc1ccc(Br)cc1	i	-0.1	i	i	i	i	i	i	i	i	14.8
62	CC(C)(C)C(=O)N1c2ccccc2CCc2ccccc21	i	-1.1	i	i	i	i	i	i	i	i	20.2
63	O=C(Nc1ccc2oc(-c3ccccc3)nc2c1)c1ccc2c(c1)OCCO2	i	0.7	i	i	i	i	i	i	i	i	10.4
64	CC(=O)Nc1ccc(NC(=O)Cc2ccc(F)cc2)cc1	i	-0.4	i	i	i	i	i	i	i	i	8.6
65	Cc1ccc(C(=O)Nc2ccc(N3CCN(C)CC3)cc2)c(Cl)c1	i	3.8	i	i	i	i	i	i	i	i	29.3
66	CCOC(=O)c1cccc(NC(=O)Cn2c(CC(=O)N3CCCC3)nc3ccccc32)c1	i	-0.3	i	i	/	/	i	i	/	i	26.4
67	Nc1nc(Cl)cc(N2CCC(c3cc(-c4ccc(Cl)cc4Cl)n[nH]3)CC2)n1	i	-0.5	i	i	i	i	i	i	i	i	49.9

# An excerpt; count on the stated rates, not on these rows.
